Screening results: PubChem, National Center for Advancing Translational Sciences (NCATS)
Pf Dd2 inh – inhibitors of Plasmodium falciparum Dd2 growth; Potency, µM (titrated, usually from 28.9 µM), for the others: at the top dose activity, negative = inhibition, most hits filed as inhibitors; P. falciparum Dd2 growth, SYBR Green, 72 h; 120,000 compounds, 4.3% hits; active = well fitted inhibition curve with a large enough effect; inconclusive = small, poorly fitted or top-dose-only effect; inactive = no such curve, though single readings can be large or run the other way;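 note: plate controls were DMSO vehicle for no effect and reference drug for full effect; nearly all actives have a fitted effect of over 65% in size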
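Infected erythrocytes (Dd2, 0.3% parasitemia, 2.5% hematocrit final) are added to compound in RPMI-1640/Albumax II medium, grown 72 h at 37C in low oxygen, then lysed with saponin/Triton-X containing SYBR Green and read by fluorescence.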
The depositor's hits bear a star; [ ] = dose if it differs, or a comment. Potency is the fitted concentration of half-maximal effect. These rows are one share of the data, so the mix of outcomes need not match the whole.

Start of the listing, in advance:
`CCOC(=O)c1nn(Cc2ccc(OC)cc2)c2c1CN(C(=O)c1ccc3nc[nH]c3c1)CC2` gave Pf Dd2 inh inconclusive.
For O=C(C[C@@H]1CCNC[C@@H]1Cc1cc(CC2CCCCC2)on1)NCc1ccco1 the results were Pf Dd2 inh inactive.
Screening O=C(CCCn1cnnn1)NC1CCCc2c1cnn2-c1ccccn1 (stereo not drawn) returned Pf Dd2 inh -1%.
`CC1(c2ccccc2)N(Cc2ccccc2)C(=O)OC12CCN(Cc1c[nH]c3ccccc13)CC2` (stereo not drawn) gave Pf Dd2 inh inconclusive.

The whole of this part, previewed entries included:
`CCOC(=O)c1nn(Cc2ccc(OC)cc2)c2c1CN(C(=O)c1ccc3nc[nH]c3c1)CC2` gave Pf Dd2 inh inconclusive.
For O=C(C[C@@H]1CCNC[C@@H]1Cc1cc(CC2CCCCC2)on1)NCc1ccco1 the results were Pf Dd2 inh inactive.
Screening O=C(CCCn1cnnn1)NC1CCCc2c1cnn2-c1ccccn1 (stereo not drawn) returned Pf Dd2 inh -1%.
`CC1(c2ccccc2)N(Cc2ccccc2)C(=O)OC12CCN(Cc1c[nH]c3ccccc13)CC2` (stereo not drawn) gave Pf Dd2 inh inconclusive.
`O=C(C1CCOCC1)N1CCC2(CC1)CC(N(Cc1ccc(F)cc1)C1CC1)CCO2` (stereo not drawn) gave Pf Dd2 inh 0%.
Screening O=C(NCC1CCN(Cc2ccccn2)C1)Nc1ccc(F)cc1 (stereo not drawn) returned Pf Dd2 inh -16%.
`Cc1nc(-c2ccco2)cc([C@H]2CN3CC[C@H]2C[C@@H]3CNS(=O)(=O)c2cccs2)n1` gave Pf Dd2 inh 7.1µM*.
`O=C1NCCCCCN(C(=O)NCCc2ccccc2)[C@H]2CCC[C@@H]12` gave Pf Dd2 inh 2%.
Screening COc1cccc(CC(=O)N2CC[C@@H](NC(=O)c3ccncc3)[C@H](O)C2)c1 returned Pf Dd2 inh 3%.
For O=C1[C@H]2CN(Cc3ccc(F)c(F)c3)C[C@H]2C(=O)N1Cc1ccc2c(c1)OCO2 the results were Pf Dd2 inh inactive.
`CCc1nc(-c2ccc(OC3CCN(C(=O)Cc4cccc(OC)c4)C3)cc2)no1` (stereo not drawn) gave Pf Dd2 inh inactive[5.79 µM].
Screening COc1ccc(C(=O)NCC(c2ccco2)S(=O)(=O)c2ccccc2)cc1 (stereo not drawn) returned Pf Dd2 inh -3%.
CCn1c(=O)c2cc(C(=O)N3CCN(c4cccc(Cl)c4)CC3)sc2c2ccccc21 was read as Pf Dd2 inh inconclusive.
Screening COC(=O)c1ccc(NC(=O)CC2C(=O)N(c3ccccc3)C(=O)N2Cc2cccs2)cc1 (stereo not drawn) returned Pf Dd2 inh inactive.
CCc1nc2cc(N3CCC(C(=O)NCc4ccccc4F)CC3)cnc2nc1CC was read as Pf Dd2 inh inconclusive.
For COC(=O)[C@@H]1Cc2ncn(Cc3ccc(Cl)cc3)c2CN1Cc1ccc(CO)o1 the results were Pf Dd2 inh inactive.
Screening CCOC(=O)C1CCN(S(=O)(=O)c2ccc3c(c2)N(C)C(=O)CC(=O)N3C)CC1 returned Pf Dd2 inh 55%[activator].
COc1ccc(-c2cc(N3CCCC(NC(=O)c4cc(C)ccc4C)C3)n[nH]2)cc1 (stereo not drawn) was read as Pf Dd2 inh -7%.
Screening CCNC(=O)c1cccnc1OC1CCN(C(=O)CCCc2ccccc2)C1 (stereo not drawn) returned Pf Dd2 inh inactive.
O=C1CCN(C(=O)c2ccccc2)CCCC(C(=O)NCCCn2cccn2)CCN1 (stereo not drawn) was read as Pf Dd2 inh 1%.

Quoted from the listing (three entries):
`CCOC(=O)c1nn(Cc2ccc(OC)cc2)c2c1CN(C(=O)c1ccc3nc[nH]c3c1)CC2` gave Pf Dd2 inh inconclusive.
For O=C(C[C@@H]1CCNC[C@@H]1Cc1cc(CC2CCCCC2)on1)NCc1ccco1 the results were Pf Dd2 inh inactive.
Screening O=C(CCCn1cnnn1)NC1CCCc2c1cnn2-c1ccccn1 (stereo not drawn) returned Pf Dd2 inh -1%.

An excerpt from above in order of heavy-atom count, lowest first.
Screening O=C(NCC1CCN(Cc2ccccn2)C1)Nc1ccc(F)cc1 (stereo not drawn) returned Pf Dd2 inh -16%.
`O=C1NCCCCCN(C(=O)NCCc2ccccc2)[C@H]2CCC[C@@H]12` gave Pf Dd2 inh 2%.
Screening COc1cccc(CC(=O)N2CC[C@@H](NC(=O)c3ccncc3)[C@H](O)C2)c1 returned Pf Dd2 inh 3%.
`CCc1nc(-c2ccc(OC3CCN(C(=O)Cc4cccc(OC)c4)C3)cc2)no1` (stereo not drawn) gave Pf Dd2 inh inactive[5.79 µM].
CCn1c(=O)c2cc(C(=O)N3CCN(c4cccc(Cl)c4)CC3)sc2c2ccccc21 was read as Pf Dd2 inh inconclusive.

Next part
`CO[C@H]1C(=O)N(C(C)C)[C@H]1C1CCN(C(=O)c2ccc(Cn3nc(C)cc3C)o2)CC1` gave Pf Dd2 inh -25%.
`Cc1ccc(-c2nc(Cn3c(-c4ccccc4)nc(C)c(CCO)c3=O)c(C)o2)cc1` gave Pf Dd2 inh inconclusive.
COc1ccc(C)cc1NC(=O)c1ccc2c(c1)nnn2C1CCCC1 was read as Pf Dd2 inh 2%.
Screening CN1CCOc2c(C(=O)NCCc3cnc[nH]3)cc(-c3ccccc3)cc21 returned Pf Dd2 inh inactive.
`COc1ccc(-c2cc(N3CCCC(NC(=O)c4ccc(C)cc4)C3)n[nH]2)cc1` (stereo not drawn) gave Pf Dd2 inh inconclusive.
`CO[C@H]1C(=O)N(C2CCN(Cc3scnc3C)CC2)[C@H]1c1ccncc1` gave Pf Dd2 inh 22%.
O=C(C[C@@H]1O[C@H](CNC(=O)C2CC2)[C@@H](O)[C@H]1O)NCCN1CCOCC1 was read as Pf Dd2 inh 34%[activator][44.1 µM].
For COc1ccccc1-c1cn2c(n1)CO[C@@H](CNC(=O)c1ccc(F)cc1)C2 the results were Pf Dd2 inh inactive.
`CCCCn1c(=O)[nH]c2cccnc21` gave Pf Dd2 inh inactive.
For CCc1ocnc1C(=O)N1CCC(C2CCN(Cc3cccc(F)c3F)CC2)C1 (stereo not drawn) the results were Pf Dd2 inh inconclusive.
`COc1cccc(N2CC(C(=O)NCC(F)F)NC2=O)c1` (stereo not drawn) gave Pf Dd2 inh -1%[44.1 µM].
`CCOc1ccccc1N(CC)C(=O)c1cc2c(=O)n(CC)c3ccccc3c2s1` gave Pf Dd2 inh inconclusive.
COCCn1nc2n(c1=O)CCN(Cc1cccc(OC)n1)CC2 was read as Pf Dd2 inh inactive.
CCc1cccc(NC(=O)CSc2nccn2C)c1 was read as Pf Dd2 inh 43%[activator].
Screening Cc1noc(C)c1C(=O)N1CCC2(CC1)CN(C(=O)N(C)C)Cc1ccccc1O2 returned Pf Dd2 inh -20%.
For COc1ccc(NC(=O)C2=CC(c3ccco3)=NS(=O)(=O)N2C)cc1 the results were Pf Dd2 inh 77%[activator][0.594 µM].
For O=C(O)C1CCc2nnc(C3CCN(S(=O)(=O)CCC(F)(F)F)CC3)n21 (stereo not drawn) the results were Pf Dd2 inh 8%.
`CCOc1cc(C2Nc3ccccc3-c3nnc(SCc4ccccc4)nc3O2)ccc1OC` (stereo not drawn) gave Pf Dd2 inh 104%[activator].
Screening COc1ccc(OC)c(CNS(=O)(=O)c2ccc3c(c2)oc(=O)n3C)c1 returned Pf Dd2 inh inactive.
For O=C(NCc1ccccn1)C1CCN(c2cc(C3CC(O)C3)ncn2)CC1 (stereo not drawn) the results were Pf Dd2 inh -6%.
`CCc1ccccc1S(=O)(=O)N1CCN(C2CCN(Cc3ccccn3)C2=O)CC1` (stereo not drawn) gave Pf Dd2 inh inconclusive.
Screening CCCSc1ncc(CN2CCC3(CCNCC3)C2)cn1 returned Pf Dd2 inh -17%.
For O=C(c1ccccc1)N1CCC2(CN[S+](=O)([O-])c3ccccc3N2)C1 (stereo not drawn) the results were Pf Dd2 inh 15%.
Screening COc1ccccc1N1CCN([C@@H]2[C@H](O)[C@H](CO)O[C@@H]2CNC(C)C)CC1 returned Pf Dd2 inh inactive.
`Cc1cccc(N2CCN(C(=O)CN3C(=O)COc4ccc(S(=O)(=O)N5CCC(C)CC5)cc43)CC2)c1C` gave Pf Dd2 inh -15%.
`Cc1ccc2c(c1)c1c(c(=O)n(Cc3ccccc3)c(=O)n1CC(=O)NCc1ccccc1Cl)n2C` gave Pf Dd2 inh 13%.
`Cc1nn(-c2ccccc2)c(OC(=O)C(C)(C)C)c1Sc1ccccc1` gave Pf Dd2 inh -14%.
COc1ccc(NC(=O)Cn2c(=O)n(-c3ccc(Cl)cc3)c(=O)c3c(C)c(C(=O)N(C)C)sc32)cc1Cl was read as Pf Dd2 inh inconclusive.
CCn1c(=O)c2cc(C(=O)Nc3cc(C)c(Cl)cc3OC)sc2c2ccccc21 was read as Pf Dd2 inh 7%.
Screening Cc1nc(-c2cnccn2)n(CC(=O)Nc2ccc3c(c2)OCO3)c(=O)c1C returned Pf Dd2 inh inconclusive.
Cc1ccc(C2=NC3(CCN(C(=O)c4ccc5cc[nH]c5c4)CC3)ON2)cc1 was read as Pf Dd2 inh inconclusive.
`CN(Cc1ccccc1)C1CCOC2(CCN(C(=O)NCc3ccc(F)cc3)CC2)C1` (stereo not drawn) gave Pf Dd2 inh inconclusive.
`CCOC(=O)Cc1ccc(NC(=O)Nc2nnc(N3CCCCC3C)s2)cc1` (stereo not drawn) gave Pf Dd2 inh inconclusive.
`CCCN(CC1CCOC1)C(=O)Nc1cc(Cl)ccc1OC` (stereo not drawn) gave Pf Dd2 inh inconclusive.
For CCN(CC)CCNC(=O)c1c(OCCOC)cc(=O)n2c1CCOCC2 the results were Pf Dd2 inh -3%.
Cc1cc2oc(=O)c(CC(=O)NCCc3ccccc3)c(C)c2c2occ(C(C)(C)C)c12 was read as Pf Dd2 inh -5%.
Screening CN(Cc1cccnc1)C1CN(S(=O)(=O)c2ccc3c(c2)OCCO3)C1 returned Pf Dd2 inh -15%.
CN(C(=O)CCS(=O)(=O)c1ccccc1)C1CCc2nn(C)c(=O)n2CC1 (stereo not drawn) was read as Pf Dd2 inh 35%[activator].
CN(CC1CCOC1)C(=O)Nc1ccc(Br)cc1 (stereo not drawn) was read as Pf Dd2 inh inconclusive.
CC1(C)CN(Cc2nnc(-c3cccc(F)c3)o2)CC[C@]1(C)O was read as Pf Dd2 inh -20%.
COc1cc(OC)cc(C(=O)Oc2c(Sc3ccccc3)c(C)nn2C(C)(C)C)c1 was read as Pf Dd2 inh 42%[activator].
`CC(=O)c1cc(-c2ccc(F)cc2)n(CCC(=O)Nc2nc3c(C)cccc3s2)c1C` gave Pf Dd2 inh inactive.
`COc1ccc(C2=NOC3(CCCN(C(=O)c4ccc5c(c4)OCO5)C3)C2)cc1` (stereo not drawn) gave Pf Dd2 inh -2%.
`Clc1cccc(-c2ncc[nH]2)c1` gave Pf Dd2 inh 0%[44.1 µM].
For CN1CCC(N2CCN(S(=O)(=O)Cc3ccccc3)CC2)C1=O (stereo not drawn) the results were Pf Dd2 inh 36%.
Screening O=C1NCCCCCCN(C(=O)c2ccsc2)[C@H]2C[C@H](c3nc(-c4cnccn4)no3)C[C@@H]12 returned Pf Dd2 inh -8%.
Screening Cc1c(Cl)cccc1NC(=O)C1CCCN(C(=O)c2cnn(-c3ccccc3)c2-n2cccc2)C1 (stereo not drawn) returned Pf Dd2 inh -12%.
For Cc1ccc(-c2cc3c(=O)n(CCNC(=O)c4ccccc4F)ccn3n2)cc1C the results were Pf Dd2 inh inactive.
O=C1CCN(C(=O)C2CCN(C(=O)c3cccnc3)CC2)CCCCCCN1 was read as Pf Dd2 inh 19%.
`CC1(Cc2ccc3c(c2)OCO3)CCCN(C(=O)CN2CCCC2=O)C1` (stereo not drawn) gave Pf Dd2 inh -6%.
Screening Cc1ccc(Cl)cc1NC(=O)N1CCC(CN2CCCCCC2)CC1 returned Pf Dd2 inh 5%.
For Cc1noc(-c2ccc3c(c2)OCO3)c1C(=O)NCCc1cccc(Cl)c1 the results were Pf Dd2 inh -4%.
Cc1noc(C)c1CN1CCCC(N)C1 (stereo not drawn) was read as Pf Dd2 inh 68%[activator].
`O=C(c1ccc(C2CCCNC2)cc1)N(Cc1ccccn1)C1CCCCC1` (stereo not drawn) gave Pf Dd2 inh inconclusive.
For CC(C)CCN1CC(Oc2ccc3c(c2)OCO3)C1 the results were Pf Dd2 inh inconclusive.
For Cc1cccc(OCC(=O)Nc2ccc3nc(SCc4ccccc4)sc3c2)c1 the results were Pf Dd2 inh 32%[activator].
For O=C1C(N2CCN(S(=O)(=O)c3ccccc3)CC2)CCN1Cc1ccccn1 (stereo not drawn) the results were Pf Dd2 inh -12%.
Screening CC(C)S(=O)(=O)N1CC(Oc2ccc(-c3noc(-c4cccnc4)n3)cc2)C1 returned Pf Dd2 inh inconclusive.
CCN(CC)c1cc(CCC(=O)NCc2cc(OC)ccc2OC)ccn1 was read as Pf Dd2 inh -25%.
For Cc1cc(C)cc(NC(=O)CC(=O)N2CCN(C)C3(CCN(C)CC3)C2)c1 the results were Pf Dd2 inh -11%.
For COc1cccc(CNc2ncnc3onc(C)c23)c1 the results were Pf Dd2 inh inconclusive.
Screening Cc1noc2c(NCCc3ccccn3)cc(-c3ccccn3)nc12 returned Pf Dd2 inh -10%[44.1 µM].
CCc1cccc(C)c1NC(=O)CN1CCCN(Cc2ccccc2Cl)S1(=O)=O was read as Pf Dd2 inh 15%.
For COCCOc1cc(C)c2c(c1C)C[C@H]([C@H](C)C(=O)NC1CCCC1)CC2 the results were Pf Dd2 inh inactive.
`CC(C)C1CN(c2cncc(C(=O)N3CCCC3)n2)CCC(=O)N1CC1CC1` (stereo not drawn) gave Pf Dd2 inh -14%.
`CCOCC(=O)N1CCC(O)(c2ccccc2)[C@H](N2CCCC2)C1` (stereo partly drawn) gave Pf Dd2 inh inactive[5.79 µM].
For CC(C)NS(=O)(=O)c1ccc2c(c1)nc(CCC(N)=O)n2C(C)C the results were Pf Dd2 inh -5%.
